D2 antagonist: D2 dopamine receptor (human) antagonism; P14416; HEK293 TREx D2 cells, calcium flux, dopamine EC80; inhibition, % at 10 µM; actives 2% (n = 340,000); AID 485344; in the data active = inhibition above about 30%; note: 0% is about no effect
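Dopamine at EC80 is the agonist stimulus; test compounds precede it by 180 s. Calcium flux read kinetically in a force-coupled, inducible HEK293 T-REx D2 cell line.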
D1 PAM: human D1 dopamine receptor positive modulation | P21728 | AID 504651 | actives 0.036% (n = 360,000) | potentiation, % at 10 µM | HEK293 TREx D1 cells, calcium flux, dopamine EC20 potentiation; in the data active = potentiation above about 30%; note: 0% is about no effect
RXFP1 antagonist: antagonists of human relaxin receptor RXFP1. actives 0.59% (n = 350,000). HEK293-RXFP1, relaxin-stimulated cAMP HTRF, 30 min; hits give low values. Q9HBX9. activity change, negative = inhibition, % at 57.5 µM;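 active = activity change of -60% or lower, but not beyond a set lower limit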; note: % is set by controls: 0 for no effect and ±100 for the full control effect
Target sequence (Q9HBX9 whole entry, looked up): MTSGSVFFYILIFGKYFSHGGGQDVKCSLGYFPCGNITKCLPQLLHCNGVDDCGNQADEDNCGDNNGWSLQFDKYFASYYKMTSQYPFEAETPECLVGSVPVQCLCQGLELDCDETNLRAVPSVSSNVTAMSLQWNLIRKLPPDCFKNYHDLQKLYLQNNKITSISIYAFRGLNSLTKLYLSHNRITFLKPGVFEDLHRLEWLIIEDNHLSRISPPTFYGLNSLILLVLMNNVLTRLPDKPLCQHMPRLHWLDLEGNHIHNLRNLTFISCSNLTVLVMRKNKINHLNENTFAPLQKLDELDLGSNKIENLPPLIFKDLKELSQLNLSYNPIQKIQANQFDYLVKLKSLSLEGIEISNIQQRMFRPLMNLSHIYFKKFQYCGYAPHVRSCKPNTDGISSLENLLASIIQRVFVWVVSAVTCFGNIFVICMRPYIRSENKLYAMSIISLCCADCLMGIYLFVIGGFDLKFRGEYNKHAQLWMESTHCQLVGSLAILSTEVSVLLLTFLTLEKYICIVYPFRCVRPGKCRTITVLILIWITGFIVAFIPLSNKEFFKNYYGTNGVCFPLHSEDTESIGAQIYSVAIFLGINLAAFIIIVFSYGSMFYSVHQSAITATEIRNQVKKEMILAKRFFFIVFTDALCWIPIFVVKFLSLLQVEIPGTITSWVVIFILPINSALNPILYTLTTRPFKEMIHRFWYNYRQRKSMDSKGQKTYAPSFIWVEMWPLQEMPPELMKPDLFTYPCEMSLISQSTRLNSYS
D2 PAM: positively modulates the human D2 dopamine receptor allosterically; potentiation, % at 10 µM; AID 485347; actives 0.34% (n = 340,000); HEK293 T-REx D2, calcium flux, EC20 dopamine potentiation; P14416;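 active = potentiation over 3 SD above the plate norm, cut at about 30% in these data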; note: 0% is about no effect
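Primary screen. Calcium kinetics in induced HEK293 T-REx D2 cells: compound pre-addition 180 s, EC20 dopamine, 180 s more.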
D2 ag: agonists of human D2 dopamine receptor | P14416 | HEK293 T-REx D2 cells, calcium flux agonist mode | activation, % at 2 µM | actives 0.53% (n = 340,000) | AID 485358;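 active = activation over 3 SD above normal in the single-dose calcium agonist read, cut at about 30% in these data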; note: 0% is about no effect
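Agonism scored from kinetic calcium signal (1 read/sec, 180 s) following compound pin transfer, after a 10 s baseline. Cells: HEK293 Trex line expressing inducible D2 receptor coupled to calcium, dye-loaded after overnight culture at 30 C.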
TRHR enhancer: allosteric enhancers of human TRH receptor; P34981; TRHR cells, fluo-8 calcium fluorescence, EC20 TRH enhancement; enhancement, % at 2 µM; actives 0.66% (n = 360,000); AID 493056; in the data active = enhancement above about 30%; note: 0% is about no effect
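Enhancer read-out: after compound pinning and an initial kinetic agonist-mode read, an EC20 of TRH (10 nM final) was injected and fluo-8 calcium signal (Ex 480/Em 530) followed at 1 s/cycle for 100 cycles in TRHR-expressing cells.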
D1 antagonist: blocks dopamine activation of the human D1 receptor; P21728; HEK293 TREx D1 cells, calcium flux, dopamine EC80; hits give low values; activity change, negative = inhibition, % at 10 µM; actives 3.2% (n = 360,000); in the data active = activity change below about -30%; note: % is set by controls: 0 for no effect and ±100 for the full control effect
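Kinetic fluorescence of a calcium dye serves as the read-out. D1-expressing Hek293 Trex cells, induced overnight at 30 C, are exposed to compound for 180 s before an EC80 dopamine addition, then read 180 s further.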
TRHR ag: TRH receptor (human) agonism; TRHR cells, calcium flux fluo-8, FDSS agonist mode; activation, % at 2 µM; AID 493084; actives 0.18% (n = 360,000); P34981; note: 0% is about no effect
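Read-out: compound-evoked intracellular calcium rise in TRHR cells, fluo-8 dye, kinetic FDSS fluorescence at 1 s/cycle following a 10-cycle baseline. Cells cultured overnight before dye loading (30 min–1.5 h, RT).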
D1 agonist: human D1 receptor agonism; P21728; HEK293 T-REx D1 cells, calcium flux, agonist mode; activation, % at 2 µM; actives 1% (n = 360,000); note: 0% is about no effect
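Agonism was scored from calcium flux recorded over 180 s (1 read/s) after pintool compound addition, following a 10-cycle baseline. Cells were inducible force-coupled HEK293 TREx D1, plated overnight at 30 C and loaded with no-wash calcium dye.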
Active calls of the source: *; · = not tested or not shown. Cut-off read from the data, not from the text of the source, unless noted: active = activation above about 30%; inactive = the rest.

SMILES | D2 antagonist | D1 PAM | RXFP1 antagonist | D2 PAM | D2 ag | TRHR enhancer | D1 antagonist | TRHR ag | D1 agonist
CCOc1ccc(/C(O)=C2/C(=O)C(=O)N(CCN(CC)CC)C2c2cccs2)cc1 (configuration not stated) | -1 | -12 | 8 | -13 | 1.5 | 20 | -25 | 0.5 | 2
Cc1cccc(-n2ncc3c(NCc4ccc5c(c4)OCO5)ncnc32)c1 | 0 | -4 | -2 | -6 | 0.0 | -4 | -18 | 0.0 | 2
Cc1ccc(Cn2c(Sc3nccc(C)n3)nc3c2c(=O)[nH]c(=O)n3C)cc1 | -9 | -2 | 2 | 1 | 0.4 | -3 | 17 | -0.1 | 1
CCOC(=O)C1CCC(CNCc2ccc(Cl)cc2)CC1 (configuration not stated) | -7 | 4 | 0 | -14 | -0.6 | -2 | 17 | 0.4 | 11
CCC(C)NC(=O)c1ccc(-n2c(=S)[nH]c3ccccc3c2=O)cc1 (configuration not stated) | 4 | -5 | -105* | 3 | 1.9 | 5 | -16 | 0.8 | 1
CCOc1ccc(CCNC(=O)CSc2nnnn2-c2ccccc2)cc1OCC | · | -2 | · | 5 | -1.2 | 7 | 6 | -3.5 | -1
Cc1ccc(-n2nc(CO)c(C(=O)NC(C)c3ccccc3)n2)cc1C (configuration not stated) | · | 4 | -26 | 0 | · | -4 | -15 | -0.7 | 2
CC(C)(C)c1ccc(C(=O)N2CCNC(=O)C2CC(=O)Nc2ccc(F)cc2)cc1 (configuration not stated) | · | 16 | -15 | -4 | · | -6 | -20 | 0.9 | 2
O=C(Nc1nnc(SCc2ccccc2)s1)c1ccco1 | 0 | -2 | -1 | 7 | -1.3 | 7 | 10 | 0.1 | 3
CCSc1nc(-c2ccc(OC)cc2)ccc1C#N | 11 | -7 | -12 | -2 | 0.9 | 3 | -8 | 3.5 | 9
O=C(c1ccc(F)cc1)C1CCN(Cc2cn[nH]c2-c2ccccc2)CC1 | 56* | -12 | -15 | -25 | 1.0 | -5 | -23 | 0.1 | 15
Cc1ccc(S(=O)(=O)C(C#N)c2nc3ccccc3nc2N2CCCCC2)cc1 (configuration not stated) | -5 | 11 | · | 0 | 1.1 | 6 | 4 | 2.2 | 7
CN(C)CC1CCCCC1OC(=O)c1ccc(S(=O)(=O)N(C)c2ccccc2)cc1 (configuration not stated) | -3 | -2 | -14 | -3 | 0.7 | 6 | 8 | 1.7 | 13
O=C(c1cccc(Cl)c1)N1c2ncnn2C2(CCCCC2)[C@@H]2CCCC[C@@H]21 | · | -1 | -61* | 13 | -1.8 | 6 | -7 | -1.2 | 4
Cc1ccc(S(=O)(=O)N2CCCC(C(=O)Nc3ccc(NC(=O)c4ccccn4)cc3)C2)cc1 (configuration not stated) | 3 | -2 | -16 | 6 | -0.4 | -4 | -13 | -0.2 | 2
Cc1cc(C)cc(NC(=O)C(=O)NCCCN2CCCC2=O)c1 | 12 | 2 | -4 | -13 | 4.3 | -7 | 14 | 0.2 | 0
CCc1ccc2[nH]c(=O)c(C(c3nnnn3Cc3ccc(OC)cc3)N3CCOCC3)cc2c1 (configuration not stated) | -6 | 4 | 19 | 3 | 0.3 | 4 | -44* | -0.2 | 0
OC1(c2ccc3ccccc3c2)CCN(Cc2ccccc2)C1 (configuration not stated) | -6 | -2 | -11 | 4 | -0.6 | 10 | 7 | -0.7 | -2
Cc1ccc(-c2c3c(=O)n(C)c(=O)n(C)c3cn2N2CCOCC2)cc1 | -2 | 1 | -5 | 19 | 0.7 | -1 | -7 | -1.6 | 0
Cc1ccc(-c2nnc(SCC(=O)N3CCOCC3)nc2-c2ccc(C)cc2)cc1 | 2 | 2 | -13 | 0 | -0.5 | -6 | 4 | -0.6 | 4
CC(C)n1c(CN(C)c2ccccc2)nc2ccccc21 | -2 | -4 | 2 | -20 | 0.0 | -6 | 2 | 0.0 | 4
CCOC(=O)C1=C(C)NC(=O)NC1c1ccc(N(CC)CC)cc1 (configuration not stated) | 11 | · | · | -3 | -0.8 | 2 | -9 | -0.2 | 1
COCCOC(=O)C1=C(C)N(c2ccccc2)C(=S)NC1c1ccccc1C(F)(F)F (configuration not stated) | 1 | 4 | 3 | 2 | 0.7 | -3 | 14 | -0.5 | 0
CCOc1ccc(NC(=O)Cn2c(=O)n(CCc3ccccc3)c(=O)c3c4c(sc32)CN(C(C)=O)CC4)cc1 | · | -7 | · | -1 | 0.3 | 8 | -1 | 1.7 | 4

Two entries drawn at random from those above, as already listed:
SMILES | D2 antagonist | D1 PAM | RXFP1 antagonist | D2 PAM | D2 ag | TRHR enhancer | D1 antagonist | TRHR ag | D1 agonist
CC(C)(C)c1ccc(C(=O)N2CCNC(=O)C2CC(=O)Nc2ccc(F)cc2)cc1 (configuration not stated) | · | 16 | -15 | -4 | · | -6 | -20 | 0.9 | 2
CCC(C)NC(=O)c1ccc(-n2c(=S)[nH]c3ccccc3c2=O)cc1 (configuration not stated) | 4 | -5 | -105* | 3 | 1.9 | 5 | -16 | 0.8 | 1

Next compounds.
SMILES | D2 antagonist | D1 PAM | RXFP1 antagonist | D2 PAM | D2 ag | TRHR enhancer | D1 antagonist | TRHR ag | D1 agonist
Cc1ccc(Cl)cc1N1CCN(c2ncnc3onc(C)c23)CC1 | · | 0 | · | -2 | -0.8 | 23 | -9 | 0.8 | 7
Cc1cccc(-c2nc3cc([N+](=O)[O-])ccc3o2)c1 | 0 | -1 | -7 | 5 | -2.3 | 4 | -5 | -1.5 | 1
CCn1c(SC)nc(O)c(C(c2ccc(OC)c(O)c2)c2c(O)nc(SC)n(CC)c2=O)c1=O | -2 | -3 | -3 | -3 | 0.0 | 1 | -2 | -0.3 | -1
CC(/C=C/c1ccc2c(c1)OCO2)=N/NC(=O)c1ccncc1 | 2 | -1 | -3 | 2 | 0.8 | -7 | 0 | 0.1 | 0
O=C(NC1CCCC1)c1nc2c(nnn2Cc2cccc(Cl)c2)c(=O)[nH]1 | 12 | 0 | 4 | -8 | 0.5 | 3 | 0 | -0.9 | 3
CC(=O)Nc1ccc(S(=O)(=O)NCCC(=O)Nc2cc(C)ccn2)cc1 | -7 | -4 | -11 | 0 | -0.2 | 1 | -2 | 0.2 | 2
CCNc1nc2c(c(=O)[nH]c(=O)n2C)n1Cc1ccc(F)cc1 | 9 | 9 | · | 9 | 0.4 | 1 | -4 | -0.2 | 1
CCc1ccc(C(=O)COC(=O)c2ccc(Cl)nc2)cc1 | · | -5 | 0 | · | · | -2 | -15 | 0.0 | 8
COc1ccc(C(=O)Nc2cccc(-c3nc4cccnc4s3)c2C)c(OC)c1 | · | -3 | -3 | 0 | -0.6 | -3 | -10 | 0.0 | -1
COc1cc(C(O)P(=O)(OC(C)C)c2ccc(N(C)C)cc2)cc(OC)c1OC (configuration not stated) | 11 | -3 | 4 | -8 | -0.1 | 5 | 7 | 0.4 | 0
Brc1ccc(-c2cnc3n2CCCC3)cc1 | 26 | -3 | -1 | 10 | 0.0 | -4 | -21 | -0.2 | 1
Cc1nc2c(-c3ccccc3)c(C)nn2c(C)c1CC(=O)O | -8 | -5 | 2 | 4 | -0.1 | -11 | -9 | 0.1 | 1

Arranged by the number under TRHR ag (high to low): 5 of the compounds above.
compound	TRHR ag
CC(=O)Nc1ccc(S(=O)(=O)NCCC(=O)Nc2cc(C)ccn2)cc1	0.2
Cc1nc2c(-c3ccccc3)c(C)nn2c(C)c1CC(=O)O	0.1
CCc1ccc(C(=O)COC(=O)c2ccc(Cl)nc2)cc1	0.0
Brc1ccc(-c2cnc3n2CCCC3)cc1	-0.2
Cc1cccc(-c2nc3cc([N+](=O)[O-])ccc3o2)c1	-1.5

Next part
SMILES | D2 antagonist | D1 PAM | RXFP1 antagonist | D2 PAM | D2 ag | TRHR enhancer | D1 antagonist | TRHR ag | D1 agonist
Cc1cc(C)nc(/N=C(\N)Nc2ccc3c(c2)OCCO3)n1 | · | -3 | -11 | · | · | -4 | -19 | 3.2 | 14
N#CCCN1CCN(S(=O)(=O)c2ccc(S(=O)(=O)N3CCCC3)cc2)CC1 | -11 | -9 | -6 | -4 | 0.5 | -3 | -15 | 0.1 | -2
CC1(C)CC(=O)C=C(NCCc2c[nH]c3ccccc23)C1 | 1 | -1 | -13 | 1 | 0.5 | -2 | 1 | 0.5 | 1
Cc1noc(/C=C/c2ccccc2F)c1S(=O)(=O)N1CCC(C(=O)N(C)Cc2ccco2)CC1 | · | -2 | -8 | -6 | -0.5 | -3 | -11 | 0.3 | 6
CCC(=O)N1CCc2cc(CNC(=O)c3ccc(C#N)cc3)ccc21 | · | -3 | 15 | -4 | 0.0 | -1 | 33 | -0.4 | 0
CCOC(=O)CSc1nc(-c2ccccc2)nc2ccccc12 | 5 | 0 | -4 | -9 | 0.1 | 2 | 25 | 0.0 | 6
CCC(C)(C)NC(=O)c1sccc1Oc1ccc(F)cc1[N+](=O)[O-] | -5 | -7 | -35 | 4 | -0.4 | -3 | 16 | 0.1 | 0
COCCC(=O)Nc1ccc2c(c1)CN(C(=O)CSC)CC2 | -14 | 7 | 17 | 0 | -0.2 | 0 | 10 | -0.7 | 5
COc1ccc(/C=N\NC(=O)COc2ccc(Cl)cc2Cl)c(C(=O)O)c1OC | -1 | -9 | 0 | -7 | 0.3 | 5 | -10 | 1.0 | 1
Cc1cc(NC(=O)c2noc3c2CCc2ccccc2-3)no1 | · | 6 | 5 | · | · | -1 | -15 | 0.4 | -1
O=c1c(-c2ccccc2)nc(-c2ccccc2)cn1O | 6 | 0 | -8 | -4 | 0.6 | -7 | -1 | 0.4 | 3
O=C(NCCc1nccs1)C1CCC(=O)N(CCc2ccc(Cl)cc2)C1 (configuration not stated) | 7 | -3 | -9 | -8 | 0.0 | 9 | 7 | -0.5 | 0
Cc1ccc(C(=O)COC(=O)CCCC(=O)NC2CCCCC2)cc1[N+](=O)[O-] | 2 | 3 | -5 | -1 | 0.4 | 11 | -5 | 0.0 | 1
O=C(O)c1ccc2c(=O)n3c(nc2c1)/C(=C/c1ccccc1Br)CC3 | -23 | · | -10 | 1 | -3.0 | 3 | -7 | -1.0 | 2
N#CC1(C#N)C(c2ccccc2)OC23CCCCC2C1(C#N)C(=N)O3 (configuration not stated) | 26 | 2 | -8 | -3 | 0.7 | 4 | -16 | 1.0 | 1
Cc1ccc(NC(=O)Nc2c(C)n(C)n(-c3ccccc3)c2=O)cc1 | -18 | -26 | 1 | 0 | 0.8 | 2 | -1 | -0.5 | 0
O=C(NCCCc1ccncc1)C1CCC(=O)N(Cc2ccc(Cl)cc2)C1 (configuration not stated) | -5 | 1 | -4 | 2 | -0.6 | 2 | -3 | -0.2 | 0
O=C(CSc1ncn[nH]1)NCCC(c1ccccc1)c1ccccc1 | 8 | 0 | -6 | -5 | 0.1 | -7 | -19 | 0.0 | 1
COc1ccccc1NC(=O)c1cccc(S(=O)(=O)N2CCOCC2)c1 | -6 | 4 | -9 | -5 | 0.0 | -4 | 1 | -0.2 | 0
CC(NC(=O)c1ccc(F)cc1)c1ccccc1 (configuration not stated) | 3 | 1 | 0 | 3 | 0.4 | 8 | 4 | 0.0 | 1

Assay outcomes from PubChem.
